Arrestin-AP2 inh = blocks beta-arrestin peptide binding to AP2 adaptin | FITC-arrestin peptide / GST-AP2 beads, flow cytometry; AP2 beta2 appendage carries R879A mutation | inhibition, % at 10 µM | 340,000 compounds, 0.31% hits;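 active = inhibition above a set limit, near 3 SD of compounds lacking own fluorescence, cut at about 54% in these data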;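 note: plate controls were DMSO wells for no effect and 5 µM unlabelled arrestin peptide for full effect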
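test system = AP2 appendage R879A on GSH beads | buffer or medium = PBS plus Tween 20 (0.05%) and BSA (0.1%) | incubation = 12 min plus 1 h, RT | detection = bead flow cytometry, FITC channel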
DAGLB inhibitor = blocks human DAGLB lipase activity; Q8NCG7; HEK293T DAGLB membrane lysate, EnzChek fluorogenic substrate; inhibition, % at 5.17 µM; 340,000 compounds, 0.059% hits; in the data active = inhibition above about 34%;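 note: 0% = enzyme with vehicle and 100% = wells lacking enzyme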
Target sequence (Q8NCG7 whole entry, looked up): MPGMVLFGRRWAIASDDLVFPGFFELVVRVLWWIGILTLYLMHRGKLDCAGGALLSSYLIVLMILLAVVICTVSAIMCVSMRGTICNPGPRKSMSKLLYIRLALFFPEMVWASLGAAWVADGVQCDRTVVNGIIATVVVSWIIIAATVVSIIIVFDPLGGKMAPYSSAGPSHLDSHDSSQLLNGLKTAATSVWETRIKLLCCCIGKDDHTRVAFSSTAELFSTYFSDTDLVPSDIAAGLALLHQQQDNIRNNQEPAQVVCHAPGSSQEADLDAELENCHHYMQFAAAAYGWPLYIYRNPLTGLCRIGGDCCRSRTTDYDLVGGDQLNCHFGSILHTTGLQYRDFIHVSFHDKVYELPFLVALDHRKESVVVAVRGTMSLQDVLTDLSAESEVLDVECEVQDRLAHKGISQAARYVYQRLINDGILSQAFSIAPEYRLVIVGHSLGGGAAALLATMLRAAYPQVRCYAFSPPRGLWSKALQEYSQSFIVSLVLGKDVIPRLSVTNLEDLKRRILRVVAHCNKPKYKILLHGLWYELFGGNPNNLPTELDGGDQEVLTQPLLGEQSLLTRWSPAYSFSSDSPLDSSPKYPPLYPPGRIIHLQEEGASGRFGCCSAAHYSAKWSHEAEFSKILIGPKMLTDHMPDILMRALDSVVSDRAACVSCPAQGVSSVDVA
Keap1-Nrf2 PPI = Keap1-Nrf2 (human) interaction inhibition | 340,000 compounds, 0.15% hits | Q14145 | Keap1 Kelch-Nrf2 peptide fluorescence polarization, 1536-well | inhibition, % at 9.4 µM; in the data active = inhibition above about 12%;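 note: human Keap1 Kelch domain with fluorescein labeled Nrf2 9mer peptide probe; 0% = neutral control wells and 100% = peptide positive control; higher means more block of Keap1 binding to Nrf2 peptide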
RTF Ca sens inh = cardiac RTF calcium desensitization. P19429+P45379. IANBD-labeled cardiac RTF, Ca2+ fluorescence. inhibition, % at 7.15 µM. 340,000 compounds, 0.12% hits. AID 493244;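 active = inhibition above the mean inhibition of all tested compounds plus 3 SD, cut at about 17% in these data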;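 note: assay run at fixed EC70 calcium of 1.6 mM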
CAL PDZ FP-1 = inhibitors of human CAL PDZ peptide binding. AID 602252. inhibition, % at 24.9 µM. 300,000 compounds, 0.92% hits. purified CAL PDZ, TMR-peptide fluorescence polarization, 1 h;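 active = mean inhibition of at least 30% with at least half of replicates also reaching 30%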;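 note: 0% = DMSO neutral control and 100% = excess unlabeled competitor peptide PRC23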
DSG3 Ab inh = blocks pemphigus antibody binding to human desmoglein-3. DSG3-coupled beads, scFv-anti-DSG3-GFP binding, flow cytometry; active compounds read low. binding (percent of control), % at 10 µM. 310,000 compounds, 0.48% hits;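 active = binding more than 3 SD below its plate's average and above zero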;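 note: hits lower antibody fragment binding to DSG3; some compounds called inactive have numbers as strong as hits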
NSD2 inh = NSD2 (human) methyltransferase inhibition. 310,000 compounds, 0.54% hits. NSD2 peptide methylation, AlphaScreen, 120 min. inhibition, % at 12.5 µM; in the data active = inhibition above about 50%
V-ATPase pH = regulators of yeast V-ATPase proton transport | S. cerevisiae, pHLuorin cytosolic pH fluorescence | response, % at 10 µM | 350,000 compounds, 0.37% hits | AID 504577; in the data active = response mostly above about 7.3%, no sharp cut-off; inactive = mostly below about 5.4%; note: actives read high; inactives centre near 0; some compounds called inactive have numbers as strong as hits; reference of the scale not given here
CAL PDZ FP-2 = blocks peptide binding to human CAL PDZ domain; Q9HD26; purified CAL PDZ, TMR-peptide fluorescence polarization, 1 h; inhibition, % at 20 µM; 330,000 compounds, 0.02% hits; AID 504414;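 active = highest replicate inhibition of at least 40%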;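 note: plate controls were DMSO neutral control wells for no effect and unlabeled competitor peptide control wells for full effect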
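material = purified tagged CAL PDZ domain construct (CerCALP) | compound dosing = 20 µM, one dose | times = 1 h at RT | measured by = fluorescence polarization from S- and P-plane intensities, G-factor corrected | read-out = inhibition from polarization loss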
C-LANA FP = inhibitors of KSHV LANA C-terminal domain DNA binding; MBP-C-LANA/FAM-LBS DNA binding, fluorescence polarization; inhibition, % at 9 µM; 340,000 compounds, 0.078% hits; AID 504423;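 active = highest replicate inhibition at or above 60% at 9 µM, even if other replicates fall short; inactive = all replicates below 60% inhibition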;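 note: 0% = neutral control wells and 100% = 4 µM acridine orange control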
Starred values were filed as active, the others as inactive; . = no result given.

no.	SMILES	C-LANA FP	NSD2 inh	V-ATPase pH	CAL PDZ FP-1	DAGLB inhibitor
1	CCOC(=O)c1c(C)nc(SC)c(C#N)c1-c1ccccc1	0.6	-7.9	4.1	-0.6	-4.8
2	Cc1ccc(OCC(=O)Nc2ccc3c(c2)OCO3)c([N+](=O)[O-])n1	0.5	-3.0	1.4	-1.5	0.2
3	COC(=O)Cc1c(C)c2ccc(OCC(=O)NC3CCS(=O)(=O)C3)cc2oc1=O (stereo not given)	-2.4	-4.9	-5.4	1.9	0.9
4	O=C(Nc1ccc(NC(=O)C2CCCN2C(=O)OCc2ccccc2)cc1)c1ccco1 (stereo not given)	0.4	.	-1.6	5.4	-3.3
5	CCN(CC)S(=O)(=O)c1cc(NC(=O)C(C)OC(=O)c2[nH]c(C)c(C(C)=O)c2C)ccc1C (stereo not given)	0.3	-0.1	0.1	-1.5	-2.4
6	O=C(c1cc2ccccc2c(=O)o1)N1CCc2ccccc2C1	-1.2	-2.1	4.8	-3.9	0.9
7	N#CCc1c(C#N)c(N)nc(N2CCCC(CO)C2)c1C#N (stereo not given)	-0.4	3.0	-1.4	-5.9	-3.1
8	C/C(=N\N1CCN(C2c3ccccc3-c3ccccc32)CC1)c1cccnc1	-0.5	2.0	-3.5	.	-11.2
9	COc1cc(NC(=O)c2ccccc2)c(OC)cc1NC(=O)CN1C(=O)N(C)C2(CCCCC2)C1=O	1.7	2.9	4.8	-3.0	1.5
10	OC(CNC1CCCCC1)CON=C1CCSc2c(Cl)cccc21 (stereo not given)	.	9.7	2.3	.	0.6

no.	Keap1-Nrf2 PPI	RTF Ca sens inh	DSG3 Ab inh	Arrestin-AP2 inh	CAL PDZ FP-2
1	0.0	-11.6	124.3	19.0	-1.8
2	2.1	-9.2	86.1	0.9	-0.1
3	4.4	-5.1	97.1	-2.8	-2.4
4	-1.8	-1.1	110.5	18.1	-0.8
5	-4.3	-7.8	91.0	-1.7	-3.5
6	1.4	-5.2	109.8	23.1	-0.3
7	-8.5	-8.6	113.1	-16.6	-0.1
8	-2.8	-1.1	116.3	14.9	-0.2
9	-0.7	-3.2	97.4	-5.5	-2.4
10	.	.	97.9	.	.

The final 2 entries of the part above come first, to join the parts:
no.	SMILES	C-LANA FP	NSD2 inh	V-ATPase pH	CAL PDZ FP-1	DAGLB inhibitor
9	COc1cc(NC(=O)c2ccccc2)c(OC)cc1NC(=O)CN1C(=O)N(C)C2(CCCCC2)C1=O	1.7	2.9	4.8	-3.0	1.5
10	OC(CNC1CCCCC1)CON=C1CCSc2c(Cl)cccc21 (stereo not given)	.	9.7	2.3	.	0.6
11	O=C(NCc1ccco1)c1ccc(S(=O)(=O)N2CCOCC2)cc1	16.1	5.3	4.1	2.6	-0.2
12	CCNC(=O)/C(C#N)=C/c1c(N2CCN(c3cccc(Cl)c3)CC2)nc2c(C)cccn2c1=O	-6.8	3.5	-1.9	-0.7	0.4
13	O=C(Nc1ccccc1)N(CCCN1CCOCC1)Cc1ccccc1F	-0.5	-3.9	-0.6	-2.6	-5.0
14	CNC(=S)N/N=C/c1c(C)nn(-c2ccccc2)c1Cl	-0.7	0.5	-2.6	0.2	-0.3
15	CCN(CC)CC(O)CN(c1ccccc1)S(=O)(=O)c1ccc2ccccc2c1 (stereo not given)	-3.3	17.2	2.1	-2.6	-2.0
16	CCC(C)C(=O)Nc1nnc(SCC(=O)NC(C)(C)C)s1 (stereo not given)	0.6	-1.5	-2.2	.	-0.1
17	Cc1coc2cc3oc(=O)c(CCC(=O)NCCCN4CCCC4=O)c(C)c3cc12	-1.0	.	1.6	1.0	-1.9
18	O=C(CSCc1ccc([N+](=O)[O-])cc1)N/N=C/c1ccncc1	-0.9	-5.4	1.2	1.3	-1.5
19	O=C(O)c1cccc2c1C(=O)c1ccc(N3CCCCC3)cc1S2(=O)=O	-0.6	.	-5.8	-1.4	-0.4
20	O=c1ccc2cc(S(=O)(=O)NCCCc3ccccc3)ccc2[nH]1	-0.7	0.8	-2.7	-2.4	1.1

no.	Keap1-Nrf2 PPI	RTF Ca sens inh	DSG3 Ab inh	Arrestin-AP2 inh	CAL PDZ FP-2
9	-0.7	-3.2	97.4	-5.5	-2.4
10	.	.	97.9	.	.
11	-0.4	4.3	.	6.4	-0.4
12	1.3	-11.0	93.9	26.8	-7.1
13	-1.5	-12.2	99.4	4.8	-0.4
14	-3.5	-0.4	101.7	-5.3	.
15	-2.6	-1.7	108.5	9.7	-2.5
16	4.3	-8.0	97.5	-3.9	-0.9
17	6.6	-2.0	98.0	16.1	0.3
18	-3.4	-8.2	142.1	4.9	-1.8
19	-11.2	-1.0	106.5	4.8	-0.8
20	-1.0	-15.4	100.1	-9.9	-1.6

Next structures.
no.	SMILES	C-LANA FP	NSD2 inh	V-ATPase pH	CAL PDZ FP-1	DAGLB inhibitor
21	Cc1nn(CC(=O)Nc2ccc3c(c2)nc(CN2CCCCC2)n3C)c(=O)c2ccccc12	-0.2	0.3	-0.8	-4.0	0.7
22	CC(OC(=O)c1ccc(NS(=O)(=O)c2ccc3[nH]c(=O)[nH]c3c2)cc1)C(=O)Nc1ccc(Cl)cc1 (stereo not given)	-0.6	-3.7	-1.1	6.6	-6.8
23	Cc1ccccc1-c1cc(-c2ccccc2O)on1	-1.0	-6.2	-5.5	-1.0	-11.2
24	Cc1ccc(CN(C)C(=O)c2ccc(S(=O)(=O)N3CCCCCC3)cc2)o1	0.7	1.5	-0.9	-7.1	-1.6
25	CS(=O)(=O)Nc1nnc(Cc2ccccc2)s1	2.4	9.1	-2.4	-1.9	-1.1
26	Cc1ccc(OCCC(=O)NCCc2ccc(S(N)(=O)=O)cc2)cc1	1.9	-0.5	1.1	0.1	-1.7
27	CCN(CC(=O)Nc1ccc2c(c1)OCCO2)C(=O)/C=C/c1cccc(Br)c1	-1.3	0.2	-1.1	8.3	-1.7
28	Cc1cccc(C(=O)N2CCCC(N3CCN(Cc4ccc5c(c4)OCO5)CC3)C2)n1 (stereo not given)	0.3	-1.9	-1.4	.	-1.9
29	O=C(CSc1nc2ccc(Nc3nc(N4CCOCC4)nc(N4CCOCC4)n3)cc2s1)Nc1ccccc1F	-0.1	6.5	0.7	-2.6	-1.2
30	O=C(CCS(=O)(=O)c1ccc2c(c1)NC(=O)CS2)NCc1ccccc1Cl	-0.2	-0.7	0.3	-16.2	1.9

no.	Keap1-Nrf2 PPI	RTF Ca sens inh	DSG3 Ab inh	Arrestin-AP2 inh	CAL PDZ FP-2
21	-0.2	-1.7	.	-2.8	-0.3
22	-2.8	4.8	109.5	45.7	-1.3
23	-3.1	-6.0	98.9	14.2	-3.0
24	-3.5	-5.2	105.0	-6.8	-0.9
25	-1.0	-6.8	108.7	1.3	-0.7
26	0.6	-10.1	105.9	21.0	-0.7
27	-5.2	-15.2	97.1	-12.7	-1.4
28	-1.7	-7.1	106.2	-7.3	-2.1
29	-1.9	-7.3	102.8	-11.2	-1.8
30	0.4	-1.9	108.8	4.1	-3.7

Other results follow.
no.	SMILES	C-LANA FP	NSD2 inh	V-ATPase pH	CAL PDZ FP-1	DAGLB inhibitor
31	CC(C)NC(=O)CSCc1cccc(Br)c1	0.8	.	0.3	-4.0	-0.5
32	COc1ccc(C(=O)C(C)Oc2cccc(NC(=O)c3cccc([N+](=O)[O-])c3)c2)cc1 (stereo not given)	-0.8	-4.3	3.7	.	-3.4
33	O=S(=O)(NCc1ccco1)c1ccc(Cl)cc1Cl	-0.5	-4.1	2.1	-1.3	4.5
34	COc1ccc(S(=O)(=O)N2CCCCCC2)cc1N(C)S(=O)(=O)c1ccc(C)cc1	3.9	-1.3	-6.3	0.4	-4.2
35	C=C(C)C(=O)Nc1ccc(OC(F)(F)C(F)F)c(NC(=O)C(=C)C)c1	4.5	10.0	0.7	-4.6	-2.5
36	CCOC(=O)c1ccc(N2CCCCC2)c(NS(=O)(=O)c2ccc(C)cc2)c1	-1.3	-0.5	0.4	-2.2	.
37	CC(C)C[C@@H](CN=[N+]=[N-])N1CCN(CC(C)C)CCC1=O	-1.1	.	1.7	-0.9	0.9
38	Cc1ccccc1OCCCSc1nc2ccccc2[nH]1	-0.5	-2.6	-0.9	.	-10.2
39	COc1ccccc1N1CCN(C(c2cccs2)C(C)NC(=O)C(=O)N2CCOCC2)CC1 (stereo not given)	-0.7	1.4	1.6	-0.2	1.1
40	CC(=Nc1ccccc1)C1=C(O)COC1=O	1.1	-1.6	1.5	-1.0	-2.6

no.	Keap1-Nrf2 PPI	RTF Ca sens inh	DSG3 Ab inh	Arrestin-AP2 inh	CAL PDZ FP-2
31	5.7	-7.7	99.6	-3.5	-2.8
32	4.6	-1.4	116.2	1.8	-0.6
33	-0.5	-6.0	.	22.5	-2.6
34	-0.4	-10.5	114.3	11.3	-2.3
35	0.4	-1.8	96.9	13.2	-1.1
36	-0.8	.	96.4	34.7	-1.3
37	-6.6	-0.5	102.8	6.9	0.2
38	-0.8	-3.6	116.6	5.9	-1.9
39	3.2	5.3	95.4	1.0	0.0
40	-2.6	-1.6	87.7	-0.2	-1.0

New compounds follow.
no.	SMILES	C-LANA FP	NSD2 inh	V-ATPase pH	CAL PDZ FP-1	DAGLB inhibitor
41	Cc1nc(SCC(N)=O)[nH]c(=O)c1Cc1ccc(OC(C)C)cc1	2.9	-0.6	-2.1	-3.5	1.3
42	CCOc1ccc(CCNC(=O)COC(=O)c2cccnc2SC)cc1OCC	-0.9	-0.5	0.5	-3.5	-1.2
43	C=CCn1c(NC(=O)c2ccc(Br)o2)c(S(=O)(=O)c2ccccc2)c2nc3ccccc3nc21	-0.3	83.3*	2.5	-1.8	1.9
44	COCCCNC(=O)CSc1ccc(Cl)cc1	0.4	-3.1	-52.8	-3.3	0.3
45	CC(C)N1CCC2(CC1)Oc1ccc(Br)cc1C1CC(c3cccnc3)=NN12 (stereo not given)	-1.6	10.8	7.4	-2.4	-1.3
46	Cc1oc2c(c(C)cc3oc(=O)c(CC(=O)N[C@@H](C)C(=O)O)c(C)c32)c1C	-3.7	0.0	1.0	0.7	-0.9
47	CC(C)OCCCNC(=O)Cn1ccc2cc(S(=O)(=O)N3CCCCC3)ccc21	1.5	2.3	0.7	6.2	1.7
48	CC(C)n1nnnc1-c1cccc(Cl)c1	0.4	7.2	-1.6	0.2	-0.1
49	COC(=O)c1ccc(NC(=O)Cn2nnc(-c3cccs3)n2)cc1	-0.4	1.0	0.9	.	-4.0
50	O=C(Nc1nc(=O)n(C(=O)C2CC2)s1)c1ccccc1	0.1	-3.5	-0.8	-3.7	2.7
51	Cc1cc2oc(=O)cc(CN3CCC(C)CC3)c2c(C)c1Cl	0.5	2.1	-0.1	8.7	1.3

no.	Keap1-Nrf2 PPI	RTF Ca sens inh	DSG3 Ab inh	Arrestin-AP2 inh	CAL PDZ FP-2
41	-0.6	-1.9	.	-8.6	.
42	-3.6	-13.1	109.7	-8.7	-2.3
43	-12.3	-2.8	126.0	1.1	-2.9
44	2.9	-5.5	.	12.3	0.8
45	-5.6	-5.6	.	35.0	0.2
46	-4.3	-2.0	96.2	-3.2	-1.9
47	-5.1	8.6	104.3	-11.9	-1.6
48	3.7	-7.0	93.7	-5.3	-0.4
49	3.4	-4.1	94.1	-14.4	0.3
50	-4.0	-8.0	107.4	-4.6	-2.2
51	4.6	-19.1	.	14.4	-1.4

The list is partial; the hit share may differ from the screen's.
